GPR151 ag: activators of human GPR151 | Q8TDV0 | PathHunter beta-arrestin GPR151 cells, luminescence | activation, % at 11.2 µM | 650,000 tested, 1% active | AID 1508602; in the data active means activation above about 4.9%;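 further: 0% = median of compound wells and 100% = cells with positive control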
Target sequence (Q8TDV0 whole entry, looked up): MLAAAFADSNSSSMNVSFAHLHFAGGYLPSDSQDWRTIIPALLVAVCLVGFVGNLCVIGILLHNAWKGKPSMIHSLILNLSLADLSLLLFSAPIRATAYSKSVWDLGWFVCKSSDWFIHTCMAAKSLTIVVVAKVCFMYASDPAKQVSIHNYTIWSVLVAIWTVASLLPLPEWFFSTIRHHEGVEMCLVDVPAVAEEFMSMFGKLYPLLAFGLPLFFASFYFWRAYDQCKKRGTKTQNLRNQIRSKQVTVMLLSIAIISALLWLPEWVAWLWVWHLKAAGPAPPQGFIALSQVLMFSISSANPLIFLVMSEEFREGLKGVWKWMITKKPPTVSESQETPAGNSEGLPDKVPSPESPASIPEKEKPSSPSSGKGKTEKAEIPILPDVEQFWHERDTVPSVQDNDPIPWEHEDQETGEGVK
FBW7 act: human FBW7 E3 ligase activation, primary screen; Q969H0; AID 1259310; AlphaScreen FBW7–phospho-cyclin E peptide binding, activator screen; normalized activity (activation), % at 26.1 µM; 650,000 tested, 0.13% active; in the data active means normalized activity above about 1.9%;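 further: purified mutant Fbw7 with reduced substrate affinity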
MITF inh: human MITF inhibition, primary screen; O75030; AID 1259374; AlphaScreen MITF homodimerization, bead proximity signal; 650,000 tested, 0.91% active; inhibition, % at 2.6 µM; in the data active means inhibition above about 50%;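 further: 0% = vehicle wells with protein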
Target sequence (O75030 whole entry, looked up): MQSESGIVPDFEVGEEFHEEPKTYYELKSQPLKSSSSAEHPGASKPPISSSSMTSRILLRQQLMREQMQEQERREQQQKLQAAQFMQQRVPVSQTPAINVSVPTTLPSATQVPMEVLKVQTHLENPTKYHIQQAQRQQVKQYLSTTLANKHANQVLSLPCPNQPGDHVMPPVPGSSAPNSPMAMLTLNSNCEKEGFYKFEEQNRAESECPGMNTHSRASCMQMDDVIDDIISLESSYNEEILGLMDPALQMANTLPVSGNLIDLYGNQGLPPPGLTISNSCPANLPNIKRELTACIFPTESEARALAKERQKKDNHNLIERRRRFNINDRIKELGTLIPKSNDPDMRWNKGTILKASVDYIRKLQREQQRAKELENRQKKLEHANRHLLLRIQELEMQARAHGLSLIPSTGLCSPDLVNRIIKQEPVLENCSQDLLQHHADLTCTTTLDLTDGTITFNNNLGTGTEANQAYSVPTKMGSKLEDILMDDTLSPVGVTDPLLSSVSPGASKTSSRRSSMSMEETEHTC
TEAD-YAP block: TEAD-YAP interaction inhibition. inhibition, % at 9.12 µM. 640,000 tested, 1.4% active. HEK-TIYL cells, TEAD-Gal4/YAP UAS-luciferase luminescence. AID 1259422; in the data active means inhibition above about 32%;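 further: 0% = median of test compound wells and 100% = reference inhibitor wells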
* = called active by the depositor.

Below each SMILES: GPR151 ag, FBW7 act, MITF inh, TEAD-YAP block
- CCc1c(C)nc2cc(C)[nH]n2c1=O
 : 1.4, 0.7, -6, 1
- Cc1ccc(-n2nc3c(c2NC(=O)c2cccc(Cl)c2)CSC3)cc1
 : 1.3, 0.1, 0, -1
- Oc1ccc(CCNc2nc(Nc3cnccn3)nc3c2ncn3C2CCCCC2)cc1
 : -0.3, 0.1, -7, 40*
- CC(=O)NC(Cc1c[nH]c2ccccc12)C(=O)NC1CC1 (stereo not drawn)
 : -0.3, 0.1, 5, 8
- COc1cc(C2C(C(=O)Nc3ccc(C)cc3C)=C(C)Nc3ncnn32)cc(OC)c1OC (stereo not drawn)
 : 1.3, 0.0, 3, 6
- O=C1CCCN1CCn1cnc2c(NCCOc3ccccc3)nc(NC3CCN(Cc4ccccc4)CC3)nc21
 : 1.7, 0.1, 6, -4
- O=C(Nc1ccc(F)cc1F)c1cc([N+](=O)[O-])ccc1Cl
 : 1.6, -0.2, -3, 19
- CCNNC(=O)C(O)(c1ccc(Cl)cc1)c1ccc(Cl)cc1
 : -0.3, 0.4, -3, -5
- CCC(=O)Nc1nn2c(CC(C)C)nnc2s1
 : 5.0*, 0.1, -13, 6
- CCOC(CNC(=O)c1ccc(CNC(=O)c2ccc(Br)cc2)cc1)OCC
 : -0.3, 0.0, 2, -2
- COC(=O)c1ccc(C(=O)Nc2sccc2C#N)cc1
 : -1.1, 0.8, 10, 8
- O=C(NCc1ccco1)c1ccc(Cn2nnc3ccccc3c2=O)cc1
 : 0.3, 0.0, 2, 19
- CCOC(=O)C1C(=O)C=C(c2ccco2)CC1c1cc(OC)ccc1OC (stereo not drawn)
 : 0.6, -0.1, -61, 8
- CCC(=O)Nc1nnc(C2CCCO2)s1 (stereo not drawn)
 : 1.1, -0.1, 5, 7
- C/C=C(\C)c1nnc(NC(=O)c2cccs2)s1
 : -1.0, -0.1, -22, -28
- Cc1ccc2oc(=O)c3cnn(CC(=O)N(C)c4ccccc4F)c3c2c1
 : -0.7, 0.0, -7, -10
- COc1ccc(OC)c(NC(=O)c2c(NCc3cccnc3)sc3c2CCCC3)c1
 : -0.6, 0.3, 14, -2
- CCOc1ccc(C(=O)Nc2ccc3oc(-c4ccc(I)cc4)nc3c2)cc1Br
 : 1.7, 0.0, -1, -3
- COc1ccc(C2=N/C(=C\c3cccc(Cl)c3)C(=O)O2)c(Cl)c1
 : 0.2, -0.1, 0, 1
- Cc1cccc(NC(=O)CC2S/C(=N\N=C\c3ccccc3)NC2=O)c1C (stereo not drawn)
 : -0.9, -0.1, -13, 1
- COc1ccc(NC(=O)c2ccc3c(=O)n(CC4CCCO4)c(=S)[nH]c3c2)c(OC)c1 (stereo not drawn)
 : 3.0, 0.1, 17, -9
- Cn1nnc(NC(=O)c2cccc(F)c2)n1
 : -1.4, 0.3, -10, -11
- Cc1ccc(OCCn2cc(C=C3C(=O)N(C)C(=O)N(C)C3=O)c3ccccc32)cc1
 : 0.0, 0.3, 6, -5
- CCOc1ccc(N=Cc2c(O)n(Cc3ccc4c(c3)OCO4)c(=O)c3ccccc23)cc1
 : -1.1, 0.0, 4, -2
- COc1ccccc1/C=N/NC(=O)c1cccc2cc[nH]c12
 : -1.4, 0.2, 16, -11
- COc1ccc2nc(-c3cccc(-n4cc(NC(=O)Nc5cccc(C)c5)cn4)c3)[nH]c2c1
 : -0.6, 0.0, 7, -4
- CCN(CC)c1ncnc2sc(-c3ccccc3)cc12
 : 0.3, 0.1, -5, -19
- CC(C)CCNC(=O)C1CC(=O)N(c2ccc(Br)cc2)C1 (stereo not drawn)
 : -1.2, 1.3, 14, 9
- COc1ccccc1-n1c(C)c(C(=O)c2ccccc2)c2cc(O)ccc21
 : -1.1, -0.2, 1, -8
- Cc1cccc(NC(=O)COc2ccccc2)c1
 : -0.1, 0.0, 8, -31
- COC(=O)c1sc(=S)n(-c2ccccc2)c1C
 : 0.1, -0.3, -4, 1
- COc1ccccc1C1Nc2ccc(Cl)cc2C(c2ccccc2)O1 (stereo not drawn)
 : -0.3, -0.4, -6, -10
- CCCS(=O)(=O)N1CCCc2cc(NS(=O)(=O)Cc3ccc(C)cc3)ccc21
 : -1.2, 0.0, 8, 9
- O=C(/C(Cl)=C/Nc1nccs1)C(F)(F)F
 : 1.2, 0.0, 4, -6
- N#C/C(=C(/O)COC(=O)c1ccc(Br)cc1)c1nc2ccccc2[nH]1
 : -0.6, 0.1, 6, -1
- Cc1cc(NC(=O)Cc2ccccc2)c(=O)n(Cc2ccccc2F)c1
 : 0.6, -0.1, -2, -1
- COc1ccc(CCNCC(O)COc2cccc(C(C)=O)c2)cc1OC (stereo not drawn)
 : -0.5, -0.1, 32, 2
- CC/C(C)=N/Nc1nc(-c2ccccc2)cs1
 : 0.1, -0.1, 9, -23
- CCOC(=O)CCC(=O)NNC(=O)c1cccs1
 : 0.4, 0.0, -8, -1
- COc1ccc(C(=O)O/N=C(\N)c2ccc(Br)cc2)cc1[N+](=O)[O-]
 : -1.2, -0.1, -10, 5
- CCOc1cc(C=C2C(=O)NC(=O)NC2=O)cc(Br)c1OC(=O)c1ccco1
 : 2.1, -1.0, 10, 2
- CCC(C)(C)n1nnnc1C(C(C)C)N1CCCCCC1 (stereo not drawn)
 : -0.5, 0.1, 29, 0
- COc1ccc(/C=C2\C(=O)NC(=O)N(c3cc(C)cc(C)c3)C2=O)cc1[N+](=O)[O-]
 : 0.5, 0.0, 10, -7
- CC1=NC2(CCN(S(C)(=O)=O)CC2)N=C1c1ccccc1
 : 0.1, -0.8, 0, -5
- Cc1cccc(C(=O)N2CCN3C(=O)[C@H](CCCCN)NC(=O)[C@H]3C2)c1
 : 1.3, 0.2, -1, -4
- O=C(O)c1c(CNCCCN2CCCC2=O)c2ccccc2n1Cc1ccccc1Cl
 : 0.1, 0.5, 4, 15
- COc1cc(CN2C(=O)C(=O)c3cccc(C)c32)ccc1OC(C)C
 : 0.0, 0.0, 15, 5
- COCCNC(=O)/C(=C/c1ccccc1Cl)c1ccccc1
 : -0.8, -0.1, 4, 7
- O=C(COC(=O)c1ccc(F)cc1F)Nc1ncc(C(F)(F)F)cc1Cl
 : 0.0, -0.1, 11, 6
- COc1cc(/C=c2/sc3nc4ccccc4n3c2=O)cc(Br)c1OCc1ccccc1Cl
 : 0.0, -0.1, -5, -2
- CC(C)(C)Oc1ncc(Br)c(OC(C)(C)C)n1
 : 0.0, 0.0, -2, 3
- Cc1ncc2c(c1CNC(=O)CN1CCCC1)CCN(C(=O)Cc1cccs1)C2
 : 2.0, 0.0, 0, -2
- CN1CCCN(Cc2ccc3c(c2)OCO3)CC1
 : 3.0, -0.1, 52*, -4
- CCCCC(=O)NC(=S)Nc1cc([N+](=O)[O-])ccc1OC
 : 1.7, 0.0, 12, 10
- COc1ccc(CN(C)CCN(C)C)c(O)c1
 : -2.3, 0.0, -6, -2
- COc1ccc(-c2cc(NCc3ccccn3)n3ncnc3n2)cc1
 : 0.2, 0.0, -7, -71
- C#CCNC(=O)c1cnc2sc(C)cn2c1=O
 : 0.6, 0.6, 14, 15
- CC1CCN(CC(=O)Nc2ccc3ccccc3c2)CC1
 : 0.6, 0.1, -8, 1
- CCC(=O)c1ccc(OCC2CO2)c(OC)c1 (stereo not drawn)
 : 0.2, 0.0, -6, 0
- CC(=O)NCCn1c(SCC(=O)OCc2ccccc2)nc2ccccc2c1=O
 : 0.3, -0.1, -6, -4

The listing continues:
Below each SMILES: GPR151 ag, FBW7 act, MITF inh, TEAD-YAP block
- C1=C(c2ccc3ccccc3n2)C(c2ccccc2)Nc2ccccc21 (stereo not drawn)
 : 0.3, 0.5, -5, -14
- COc1ccccc1/C=C/C(=O)OCc1cc(C(C)=O)ccc1OC
 : 0.2, -0.1, -11, 3
- Cc1ccccc1Cn1nnc(C(=O)NCc2ccccc2)c1N
 : -0.5, -0.1, -6, -5
- O=c1c2cc(Br)ccc2[nH]c(=S)n1CCc1c[nH]c2ccccc12
 : -0.7, 0.0, -13, 1
- Cc1ccc(F)cc1S(=O)(=O)N1CCN(c2nc(N3CCOCC3)nc(-n3ccnc3)n2)CC1
 : 0.8, -0.5, -3, -4
- CC(=O)Nc1ccc2c(c1)N(CCC(C)C)C(=O)C(C)(C)CO2
 : 0.3, 0.6, 3, -4
- Cc1ccc(-c2nnc(Nc3cccc(O)c3)c3ccccc23)cc1S(=O)(=O)N1CCOCC1
 : -0.4, 0.0, 13, -4
- CCCCN(C)S(=O)(=O)c1cc2c(cc1C)N(C(C)=O)CCO2
 : 6.2*, -0.1, -3, -2
- CCOC(=O)c1ccc2ncc(C(=O)OCC)c(Nc3ccc(CC)cc3)c2c1
 : -0.3, 0.2, 5, -10
- COc1ccc(O)c(C2NN=C(c3ccc(C)cc3)S2)c1 (stereo not drawn)
 : -0.4, 0.3, 0, -37
- Cc1c2cnn(-c3ccccc3)c(=O)c2c(C)n1CC(=O)NC(C)c1ccccc1 (stereo not drawn)
 : -2.6, 0.6, 1, 14
- CCOc1ccc(-n2c(SCC(=O)N3CCC(Cc4ccccc4)CC3)nc3c(c2=O)SCC3)cc1
 : 0.4, 0.5, 7, 5
- COc1ccc(/C=N/N2C(=O)C3C4C=CC(C5CC45)C3C2=O)cc1Br (stereo not drawn)
 : -0.9, 0.0, 3, -2
- CCOc1cc(-c2nc3sc4c(c3c(=O)[nH]2)CCCC4)cc(Cl)c1OCCOc1cc(C)cc(CC)c1
 : -1.1, 0.2, -5, -1
- CC(Oc1ccc(C(C)(C)C)cc1)c1nc(-c2ccncc2)no1 (stereo not drawn)
 : 0.7, 0.1, -24, -9
- CCCC(=O)Nc1ccccc1C(=O)Nc1ccc(OC)cc1
 : 1.9, -0.1, 3, -8
- O=C(NCCC1=CCCCC1)c1ccccc1Br
 : 1.0, 0.1, -2, -74
- C=CCn1c(SCC(=O)Nc2c(Cl)cccc2Cl)nc2sc(C)c(C)c2c1=O
 : -0.2, 0.5, -1, -2
- Cc1ccc(CN(Cc2ccccn2)C(=S)Nc2c(C)cc(C)cc2C)cc1
 : -0.3, -0.1, 8, -7
- CC(=O)C1=NN(c2ccc(Br)cc2)C2C(=O)N(c3ccc(C)cc3)C(=O)C12 (stereo not drawn)
 : -1.7, -0.1, -12, -2
- O=C(CCl)NC(=O)C1COc2ccccc2O1 (stereo not drawn)
 : -0.5, 0.1, -3, -13
- O=C1CSC(c2cc3c(cc2Br)OCO3)N1c1ccc(Cl)c(Cl)c1 (stereo not drawn)
 : 0.8, 0.5, 5, -2
- CCOc1ccc(Nc2nc(-c3ccccc3Cl)nc3ccccc23)cc1
 : 0.5, 0.0, -10, 6
- CN(C)c1ccc(NC(=O)CSc2ncccc2C(=O)O)cc1
 : 0.9, -0.1, 64*, 32
- CCCOc1nnc(-c2ccc(C)cc2)c2ccccc12
 : 0.1, 0.2, 12, 4
- CCn1c(-c2ccncc2)n[nH]c1=S
 : 0.2, 0.1, 7, 3
- O=C(C1CC(Cc2cccc(Cl)c2)=NO1)N1CC2CCC1C2 (stereo not drawn)
 : 0.0, -0.1, 12, -48
- CCOC(=O)c1cc(C(=O)OCC)c(=S)[nH]c1O
 : -0.8, 1.4, 14, 17
- COc1cccc(NC(=O)CSc2nc3n[nH]c(C)c3c(=N)n2-c2cccc(OC)c2)c1
 : 0.6, 0.1, -9, 12
- CC(C)(C)NC(=O)COC(=O)/C=C/c1ccc(F)cc1
 : 0.5, 0.0, -4, 0

Some of the entries so far, tab-delimited:
SMILES	GPR151 ag	FBW7 act	MITF inh	TEAD-YAP block
CCOc1ccc(-n2c(SCC(=O)N3CCC(Cc4ccccc4)CC3)nc3c(c2=O)SCC3)cc1	0.4	0.5	7	5
COc1ccc(/C=N/N2C(=O)C3C4C=CC(C5CC45)C3C2=O)cc1Br (stereo not drawn)	-0.9	0.0	3	-2
CCOc1cc(-c2nc3sc4c(c3c(=O)[nH]2)CCCC4)cc(Cl)c1OCCOc1cc(C)cc(CC)c1	-1.1	0.2	-5	-1
CC(Oc1ccc(C(C)(C)C)cc1)c1nc(-c2ccncc2)no1 (stereo not drawn)	0.7	0.1	-24	-9
CCCC(=O)Nc1ccccc1C(=O)Nc1ccc(OC)cc1	1.9	-0.1	3	-8

(more compounds)
Below each SMILES: GPR151 ag, FBW7 act, MITF inh, TEAD-YAP block
- O=C(Nc1cccc(F)c1)C1(c2cccs2)CCOCC1
 : -1.1, 0.1, 16, -3
- O=C(N/N=C/c1cc([N+](=O)[O-])ccc1O)N/N=C/c1cc([N+](=O)[O-])ccc1O
 : 0.9, -0.5, -1, 0
- CCNC(=O)C(=O)c1c(C)n(C)c2ccccc12
 : 2.6, 0.0, -5, 5
- CC[C@H](C)[C@H](NC(=O)c1cc(COc2cccc3cnccc23)on1)C(=O)OC
 : 0.9, 0.1, 5, 7

Taken from above, 2 compounds:
Below each SMILES: GPR151 ag, FBW7 act, MITF inh, TEAD-YAP block
- CC(C)(C)NC(=O)COC(=O)/C=C/c1ccc(F)cc1
 : 0.5, 0.0, -4, 0
- O=C(Nc1cccc(F)c1)C1(c2cccs2)CCOCC1
 : -1.1, 0.1, 16, -3

Compound activity: PubChem, The Scripps Research Institute Molecular Screening Center
